# TR SRC2 fluor cs – Total Fluorescence Counterscreen for Inhibitors of the Interaction of Thyroid Hormone Receptor and Steroid Receptor Coregulator 2; TRb/SRC2 Texas Red total fluorescence interference; Potency, µM (titrated, usually from 106 µM), for the others: at the highest dose fluorescence change, negative = quenching; 0.29% of 280,000 active; AID 1479, 2009; active = well fitted curve in either direction with a large enough effect; inconclusive = small, poorly fitted or top-dose-only effect
#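 Human TRβ ligand-binding domain (0.6 uM) and Texas Red SRC2 peptide (20 nM) in Tris buffer with 1 uM T3 and 5% DMSO were incubated with pinned compound for 5 hr at ambient temperature. Total fluorescence was computed as S + 2P (555/632 nm).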
# L3MBTL1 inh – qHTS Assay for the Inhibitors of L3MBTL1; AlphaScreen L3MBTL1–H3K9me1 peptide binding; Potency, µM (series often up to 57.1 µM), for inactives: at the top dose activity, negative = inhibition, hits mostly inhibitors; Lethal(3)malignant brain tumor-like protein 1 (Homo sapiens), Q9Y468; AID 485360, 2010; 0.66% of 230,000 active; also: nearly all actives have a fitted effect of over 60% in size
#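 First, the protein-peptide complex forms for 30 min at room temperature (L3MBTL1 50 nM, biotinylated H3K9me1 peptide 75 nM). Next, compounds are pin-transferred and incubated 30 min. Finally, AlphaScreen beads are added and read after 30 min.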
# Tau fluor cs – Counterscreen qHTS for Inhibitors of Tau Fibril Formation, Fluorescence Polarization | tau K18 P301L Alexa594 fluorescence, heparin fibrillization | Potency, µM (doses to about 57.7 µM), without a hit: top-dose activity change, negative = decrease | 0.93% of 280,000 active | AID 1463, 2008; also: nearly all actives have a fitted effect of over 55% in size
#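 Human K18 P301L tau (15 uM unlabeled plus 0.24 uM Alexa 594-labeled, final) in 100 mM sodium acetate pH 7 was mixed with compound and 20 uM heparin and incubated 6 hr at 37 C.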
# Tau ThT inhib – qHTS for Inhibitors of Tau Fibril Formation, Thioflavin T Binding. 2.1% of 270,000 active. Potency, µM (top dose mostly 57.4 µM), for inactives: top-dose activity, negative = inhibition, usual class: inhibitors. recombinant tau K18 P301L (four-repeat tau fragment), heparin-induced fibrillization, ThT fluorescence. Microtubule-associated protein tau (Homo sapiens), P10636; also: nearly all actives have a fitted effect of over 55% in size
# Target sequence (P10636 561-689 P618L limits assumed): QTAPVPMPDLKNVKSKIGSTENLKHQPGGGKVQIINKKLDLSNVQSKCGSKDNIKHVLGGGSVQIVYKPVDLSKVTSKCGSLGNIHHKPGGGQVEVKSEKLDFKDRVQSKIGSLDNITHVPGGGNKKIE
#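 Tau K18 P301L fragment (15 uM unlabeled plus 0.24 uM Alexa 594-labeled) in 100 mM sodium acetate pH 7 with compound, fibrillization induced by 20 uM heparin for 6 hr at 37 C. Thioflavin T (30 uM) added, fluorescence read after 1 hr (ex 450, em 510 nm).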
# ALDH1A1 block – qHTS Assay for Inhibitors of Aldehyde Dehydrogenase 1 (ALDH1A1); Aldehyde dehydrogenase 1A1 (Homo sapiens), P00352; Potency, µM (doses to about 75.3 µM), for inactives: at the top dose activity, negative = inhibition, hits mostly inhibitors; 7.3% of 220,000 active; AID 1030, 2008; Purified ALDH1A1, NADH fluorescence, propionaldehyde substrate; active = well fitted inhibition curve with a large enough effect, not every such curve was filed as active; inconclusive = small, poorly fitted or top-dose-only effect, or another doubt; inactive = no such curve, though single readings can be large or run the other way;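 also: plate controls were no enzyme wells and a reference inhibitor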
# Target sequence (P00352 whole entry, looked up): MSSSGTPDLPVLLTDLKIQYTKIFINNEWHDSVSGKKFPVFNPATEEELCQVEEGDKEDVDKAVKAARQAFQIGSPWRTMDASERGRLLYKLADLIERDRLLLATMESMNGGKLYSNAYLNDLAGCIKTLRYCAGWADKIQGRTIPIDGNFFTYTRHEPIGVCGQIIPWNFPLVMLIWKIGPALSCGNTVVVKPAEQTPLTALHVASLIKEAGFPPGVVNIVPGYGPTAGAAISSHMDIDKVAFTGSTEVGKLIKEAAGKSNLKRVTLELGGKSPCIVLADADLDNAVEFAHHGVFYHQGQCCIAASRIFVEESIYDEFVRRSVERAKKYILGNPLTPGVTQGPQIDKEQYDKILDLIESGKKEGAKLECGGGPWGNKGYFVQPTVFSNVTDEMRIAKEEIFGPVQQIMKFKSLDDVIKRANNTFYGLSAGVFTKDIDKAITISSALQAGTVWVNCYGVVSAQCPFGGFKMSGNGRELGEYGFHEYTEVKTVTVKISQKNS
# aGal spleen mod – qHTS Assay for Inhibitors and Activators of Human alpha-Galactosidase From Spleen Homogenate. AID 2107, 2009. Potency, µM (highest dose often 80 µM), without a hit: at the top dose activity change, negative = inhibition, most hits filed as inhibitors. human spleen homogenate, 4MU-alpha-Gal fluorescence, 40 min. Alpha-galactosidase A (Homo sapiens), P06280. 0.008% of 240,000 active;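 also: 0% = enzyme with vehicle and -100% = no enzyme basal signal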
# Target sequence (P06280 32-429 limits assumed): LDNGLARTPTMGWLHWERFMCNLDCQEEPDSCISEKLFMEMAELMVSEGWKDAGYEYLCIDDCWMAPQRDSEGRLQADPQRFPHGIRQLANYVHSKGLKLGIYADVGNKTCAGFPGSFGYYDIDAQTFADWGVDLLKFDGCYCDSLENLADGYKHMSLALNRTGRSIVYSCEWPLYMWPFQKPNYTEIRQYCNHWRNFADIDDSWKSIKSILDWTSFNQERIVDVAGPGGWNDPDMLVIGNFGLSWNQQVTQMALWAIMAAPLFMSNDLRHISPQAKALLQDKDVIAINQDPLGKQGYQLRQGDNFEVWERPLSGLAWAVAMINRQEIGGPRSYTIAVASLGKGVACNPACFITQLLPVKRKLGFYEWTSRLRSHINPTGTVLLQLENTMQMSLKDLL
#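 Fluorogenic readout (Ex 365/Em 440 nm) of 4-methylumbelliferone released from 1 mM 4-MU-alpha-galactoside by spleen homogenate, 40 min at 37C, pH 5.0. Data normalized to no-enzyme and enzyme controls; Hill-equation AC50 from compound titrations.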
# Tau fibril FP – qHTS for Inhibitors of Tau Fibril Formation, Fluorescence Polarization. K18 P301L tau heparin fibrillization, Alexa594 FP, 6 h. Microtubule-associated protein tau (Homo sapiens), P10636. Potency, µM (titrated, usually from 57.7 µM), without a hit: top-dose activity, negative = inhibition, hits mostly inhibitors. 0.39% of 280,000 active; also: nearly all actives have a fitted effect of over 55% in size
#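 Compound effects on tau fibrillization are measured by Alexa 594 fluorescence polarization (ex 555, em 632 nm). K18 P301L tau is used at 15 uM with 0.24 uM labeled tracer, and 20 uM heparin induces aggregation over 6 hr at 37 C.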
# TRb-SRC2 inh – qHTS for Inhibitors of the Interaction of Thyroid Hormone Receptor and Steroid Receptor Coregulator 2 | TRbeta-SRC2 peptide binding, fluorescence polarization; receptor liganded with 1 µM T3 | AID 1469, 2008 | Thyroid hormone receptor beta (Homo sapiens), P10828 | 0.065% of 280,000 active | Potency, µM (top dose mostly 106 µM), without a hit: top-dose activity change, negative = inhibition, actives largely listed as inhibitors;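 also: plate controls were bound peptide for no effect and peptide without receptor for full effect; nearly all actives have a fitted effect of over 50% in size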
#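 A fluorescence polarization screen tested compounds at multiple concentrations against complex formation between 0.6 uM TRb ligand-binding domain and 20 nM Texas Red SRC2 peptide, with 1 uM T3 present; readout after 5 hr.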
# * hit, by the source's call; ? = inconclusive; / = not tested or not shown; & = joins results of further samples; [ ] = remark or other dose. Unless noted, calls follow the shape of the dose curve; as a rule, active = well fitted curve in the direction sought with a large enough effect; inconclusive = small, poorly fitted or top-dose-only effect, or another doubt; inactive = no such curve, though single readings can be large; an effect the other way counts as inactive or inconclusive. Unless noted, % is scaled to controls: 0 for no effect and ±100 for the full control effect; potency is read from the fitted curve at half-maximal effect.
no.	molecule	TR SRC2 fluor cs	L3MBTL1 inh	Tau fluor cs	Tau ThT inhib
1	CC(=O)C1=C(C)NC(SCC(=O)Nc2nccs2)=C(C#N)C1c1ccccc1Cl (stereo unspecified)	-3%	3%	-15%	-7%
2	CCOC(=O)N1CCN(c2c(NCc3ccccc3OC)c(=O)c2=O)CC1	-2%	/	0%	-1%
3	COC(=O)c1cccc(NC(=O)c2nn(C(C)C)c(=O)c3ccccc23)c1	1%	-2%	-9%	-7%
4	O=C(OCc1nnc(-c2ccc(Cl)cc2)o1)C12CC3CC(CC(O)(C3)C1)C2	-1%	-5%	-10%	1%
5	O=C(c1ccc(Cn2c(=O)[nH]c3ccccc3c2=O)cc1)N1CCN(c2ccc(F)cc2)CC1	0%	-10%	?	-18%
6	FC(F)(F)c1cccc(NC(=S)N2CCCCCC2)c1	-7%	60%[activator]	-9%	-2%
7	O=C(Nc1nccs1)c1cc2sccc2n1Cc1ccc(Cl)cc1	-1%	/	-19%	0%
8	O=C(Oc1ccc2ccccc2c1Br)N1CCCCCC1	-1%	29%	-8%	-17%
9	CC12CN3CCN(CC(C3)/C1=N\NC(=O)Nc1cccc(Cl)c1)C2	-6%	/	-2%	-3%
10	O=C(CC1(O)C(=O)Nc2ccccc21)c1cccc(Br)c1 (stereo unspecified)	-5%	4%	-9%	-8%

no.	ALDH1A1 block	aGal spleen mod	Tau fibril FP	TRb-SRC2 inh
1	?	8%	7%	-1%
2	?	9%	-3%	-17%
3	-5%	-3%	-6%	-2%
4	3%	4%	-7%	-3%
5	14%	8%	-3%	-14%
6	-10%	-10%	-7%	-11%
7	?	0%	-3%	-2%
8	-3%	-1%	-5%	-12%
9	-7%	2%	7%	-2%
10	-5%	1%	-12%	0%

# Going on with the list:
no.	molecule	TR SRC2 fluor cs	L3MBTL1 inh	Tau fluor cs	Tau ThT inhib
11	CCOC(=O)c1ccc(NC(=O)CC(C)n2nc(C)cc2C)cc1 (stereo unspecified)	0%	/	-11%	-12%
12	CC(C)Sc1nnc(NC(=O)CCc2ccccc2)s1	1%	8%	-5%	-4%
13	CCOc1cccc(CC(=O)N2CCc3c([nH]c4ccc(OC)cc34)C2c2ccc(F)cc2)c1OCC (stereo unspecified)	1%	/	-26%	-12%
14	CC(=O)c1cccc(NC(=S)NCCCCc2ccccc2)c1	-1%	-9%	?	-7%
15	COc1cc(NC(=O)Cn2c(=O)n(CC(=O)NCCc3ccc(OC)c(OC)c3)c(=O)c3sccc32)cc(OC)c1	7%	/	-17%	?
16	O=C(NCc1ccccc1Cl)c1cnn2cccnc12	2%	/	2%	3%
17	O=C(Nc1ccccc1C(=O)OCn1nnc2ccccc2c1=O)c1ccco1	-4%	7%	-8%	-17%
18	COc1ccccc1N1CCN(CC(=O)c2c[nH]c3ccccc23)CC1	-4%	3%	-20%	-14%
19	CCOC(=O)c1c(-c2ccc(C)cc2)csc1NC(=O)c1nc(SCC)ncc1Cl	6%	/	-16%	-17%
20	CCn1c(COc2ccc(OC)cc2)nc2ccccc21	-1%	-6%	-12%	?

no.	ALDH1A1 block	aGal spleen mod	Tau fibril FP	TRb-SRC2 inh
11	/	/	-9%	-10%
12	-1%	6%	-6%	-8%
13	/	/	-1%	-1%
14	?	-8%	?	2%
15	/	/	-14%	-1%
16	-6%	1%	-1%	-2%
17	-5%	8%	-3%	0%
18	/	6%	2%	1%
19	/	/	-18%	-8%
20	11%	-5%	-11%	-6%

# (next part)
no.	molecule	TR SRC2 fluor cs	L3MBTL1 inh	Tau fluor cs	Tau ThT inhib
21	O=C1N=C(N2CCc3ccccc3C2)S/C1=C\c1ccc(O)cc1	-5%	-26%	?	?
22	Cc1ccc2nc(SC(C)C(=O)N3CCOCC3)[nH]c2c1 (stereo unspecified)	-2%	/	-6%	-5%
23	O=C(NCCCN1CCOCC1)c1ccc2c(c1)N(Cc1ccccc1)CCS2	-2%	-22%	-23%	-4%
24	COc1cc(-c2nnc3sc(Cc4ccccc4)nn23)cc(OC)c1OC	-2%	-4%	-11%	?
25	CCN(CC)CCCN1C(=O)C(O)=C(C(C)=O)C1c1cccc(OC)c1 (stereo unspecified)	1%	5%	4%	-3%
26	COc1cccc(C(=O)NNC(=S)NC2CCCCC2)c1	-2%	-8%	6%	7%
27	O=C(NC(=O)c1ccccc1N1CCCCC1)Nc1ccc(Br)cc1	0%	7%	-11%	-5%
28	CCCC(=O)C1=C(O)C(C(=O)OC)C(C)(C)CC1=N (stereo unspecified)	0%	-1%	-4%	-6%
29	Oc1c(C=Nc2cccc3cccnc23)sc2ccccc12	-6%	/	?	?
30	COc1cccc(Nc2nc(-c3sc(NC(=O)CC(C)C)nc3C)cs2)c1	4%	-4%	16µM*[quencher]	16µM*

no.	ALDH1A1 block	aGal spleen mod	Tau fibril FP	TRb-SRC2 inh
21	/	4%	6%	3%
22	14%	0%	0%	-2%
23	/	?	0%	0%
24	22µM*	-6%	-7%	3%
25	7%	-4%	2%	-12%
26	6%	9%	2%	2%
27	/	6%	0%	-3%
28	-5%	-2%	-6%	1%
29	?	-2%	3%	5%
30	?	11%	6%	5%

# Next part, overlapping the part above by two compounds.
no.	molecule	TR SRC2 fluor cs	L3MBTL1 inh	Tau fluor cs	Tau ThT inhib
29	Oc1c(C=Nc2cccc3cccnc23)sc2ccccc12	-6%	/	?	?
30	COc1cccc(Nc2nc(-c3sc(NC(=O)CC(C)C)nc3C)cs2)c1	4%	-4%	16µM*[quencher]	16µM*
31	COc1ccc(S(=O)(=O)N(Cc2nc(-c3ccc(Cl)cc3)no2)C2CCCCC2)cc1	?	/	-25%	-6%
32	COc1ccc(N2CCN(Cc3cc(=O)oc4c3ccc3ccccc34)CC2)cc1	2%	-8%	-13%	?
33	CC1(C)CC(=O)C/C(=N\NC(=O)C2CC2c2ccccc2)C1 (stereo unspecified)	-1%	5%	-4%	-12%
34	CCc1ccc2oc(-c3ccc(C)c(NC(=O)Cc4ccccc4)c3)nc2c1	7%	/	5%	?
35	c1ccc2[nH]c(SCC3CCCCO3)nc2c1 (stereo unspecified)	-3%	/	0%	-1%
36	Cc1ccc(S(=O)(=O)NC(=O)NC(C)Cc2ccccc2)cc1 (stereo unspecified)	1%&2%	-6%	4%	7%
37	O=C(c1cc2ncc(CCCl)cn2n1)N1CCCCCC1	0%	0%	-1%	-2%
38	COc1ccc(OC)c(NC(=O)C2CCN(S(=O)(=O)c3ccc4c(c3)CCCC(=O)N4)CC2)c1	-2%	/	-11%	-2%
39	COc1ccc(Cn2c(CCC(=O)NCc3cccc(Cl)c3)nc3cccnc32)cc1	-1%	/	-15%	-18%
40	C(=N\NCc1ccccc1)/c1ccc2ncccc2c1	-1%	-4%	-21%	?

no.	ALDH1A1 block	aGal spleen mod	Tau fibril FP	TRb-SRC2 inh
29	?	-2%	3%	5%
30	?	11%	6%	5%
31	/	/	-7%	-8%
32	-12%	4%	2%	-2%
33	32µM*	2%	?	-1%
34	/	/	-3%	2%
35	?	-7%	-2%	2%
36	-6%	-1%	1%[2.34 µM]	-4%&-4%
37	?	6%	-7%	-1%
38	/	/	5%	-2%
39	/	/	1%	-2%
40	/	-4%	-3%	4%

# Next entries:
no.	molecule	TR SRC2 fluor cs	L3MBTL1 inh	Tau fluor cs	Tau ThT inhib
41	CCCCOc1ccc(Br)cc1CSC(=N)N	0%	8%	-11%	-9%
42	COCCCNC(=O)c1ccc(Cn2c(=O)c3ccccc3n(Cc3c(C)cc(C)cc3C)c2=O)cc1	1%	/	5%	7%
43	NC(=O)C1(c2ccccc2)CCOCC1	-3%	26%[11.4 µM]	5%	3%
44	O=C(CN1CCN(Cc2ccccc2F)C1=O)NCC1CCCO1 (stereo unspecified)	0%	6%	2%	4%
45	Cc1ccc(C(=O)c2cnc3cc4c(cc3c2S(=O)(=O)c2ccccc2)OCCO4)cc1	0%	-11%	11%	9%
46	Cc1ccsc1/C=N/Nc1ncc(Cl)cc1Cl	-5%	/	-15%	?
47	Cc1ccc(S(=O)(=O)N2CCc3cc(C(=O)NCCc4ccccc4)ccc32)cc1	-2%	/	-22%	2%
48	O=C(Nc1ccc2c(c1)OCO2)N1CCOCC1	0%	/	-2%	-4%

no.	ALDH1A1 block	aGal spleen mod	Tau fibril FP	TRb-SRC2 inh
41	9%	8%	-11%	1%
42	/	/	-3%	6%
43	4%	3%	0%	8%
44	/	14%	-3%	8%
45	?	0%	7%	9%
46	-2%	6%	2%	-1%
47	/	/	-6%	-4%
48	-12%	1%	0%	7%

# In the list so far, 4 contain bromine.
no.	molecule	TR SRC2 fluor cs	L3MBTL1 inh	Tau fluor cs	Tau ThT inhib
8	O=C(Oc1ccc2ccccc2c1Br)N1CCCCCC1	-1%	29%	-8%	-17%
10	O=C(CC1(O)C(=O)Nc2ccccc21)c1cccc(Br)c1 (stereo unspecified)	-5%	4%	-9%	-8%
27	O=C(NC(=O)c1ccccc1N1CCCCC1)Nc1ccc(Br)cc1	0%	7%	-11%	-5%
41	CCCCOc1ccc(Br)cc1CSC(=N)N	0%	8%	-11%	-9%

no.	ALDH1A1 block	aGal spleen mod	Tau fibril FP	TRb-SRC2 inh
8	-3%	-1%	-5%	-12%
10	-5%	1%	-12%	0%
27	/	6%	0%	-3%
41	9%	8%	-11%	1%

# High-throughput results: PubChem BioAssay, National Center for Advancing Translational Sciences (NCATS)
